Screens: PubChem BioAssay, several laboratories
LYP inhibition – inhibitors of LYP phosphatase, biochemical, fluorescence intensity, uHTS (AID 1779) | Tyrosine-protein phosphatase non-receptor type 22 (Homo sapiens) | recombinant LYP phosphatase, fluorescence intensity; higher % means a stronger effect | one-dose inhibition, % at 11.5 µM; IC50 in µM for titrated hits | actives 0.054% (n = 290,000);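 note: plate controls were vehicle with enzyme for no effect and no enzyme for full effect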
AID2073 – inhibitors of Mint1-CaV2.2 protein interaction, biochemical, HTRF (AID 2073). HTRF protein-protein interaction, Mint1-CaV2.2; higher % means a stronger effect. inhibition, % at 20 µM; hits with a dose series show IC50 in µM. actives 0.19% (n = 290,000); in the data active = inhibition mostly above about 51%, no sharp cut-off; inconclusive = no clear call, values can overlap the other calls; inactive = mostly below about 53%; note: some results filed as inactive read as strong as hits
Hep lipid drop – inhibitors of hepatocyte lipid droplet formation, primary screen, imaging, high-throughput imaging, BODIPY stain. AML12 mouse hepatocytes, oleate lipid droplets. inhibition, % at 6.5 µM. actives 0.4% (n = 240,000);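 active = lipid droplet intensity inhibited by at least 50%, with more than 500 cells counted; inconclusive = wells with under 300 cells, treated as cytotoxic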
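Technique: fluorescence imaging, 20x objective, two fields per well / Assay system: AML12 hepatocytes (mouse) / Measure: % inhibition of lipid droplet signal / Doses: 6.5 µM single-point dosing / Incubation: overnight exposure / Reagent: 100 µM oleic acid challenge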
NOD2 inhibition – NOD2 signaling inhibitors, cell-based, luminescence, uHTS, HEK293 (AID 1566); HEK293 NOD2/NF-kB luciferase reporter, luminescence; higher % means a stronger effect; inhibition, % at 4 µM, or EC50 in µM where a hit was titrated; actives 0.63% (n = 290,000); note: many of its hits are not listed in these tables
Siah-1 displacement – Siah-1 peptide-binding antagonists, primary screen, biochemical, fluorescence polarization, rhodamine-plectin, uHTS (AID 1817). actives 0.02% (n = 290,000). E3 ubiquitin-protein ligase SIAH1 (Homo sapiens). displacement, % at 20 µM; hits with a dose series show IC50 in µM. Siah-1 / rhodamine-plectin peptide fluorescence polarization; higher % means a stronger effect;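 active = displacement of at least 50% at 20 µM, with a fluorescence ratio check between 0.3 and a set limit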;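 note: plate controls were Siah plus tracer with DMSO for no effect and tracer alone without Siah for full effect; strong numbers were not always called active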
NS5 inhibitors – Dengue-2 NS5 methyltransferase inhibitors, primary screen, biochemical, confirmation dose response (AID 588689) | Genome polyprotein (Dengue virus type 2 (strain 16681-PDK53)) | Dengue-2 NS5 methyltransferase capping enzyme assay, biochemical; higher % means a stronger effect | actives 0.3% (n = 340,000) | inhibition, % at 25 µM; hits with a dose series show IC50 in µM; in the data active = a potency from the dose series; inconclusive = inhibition above about 29% without an active follow-up result
XIAP displacement – XIAP antagonists, biochemical, IAP family, fluorescence polarization (AID 1018); E3 ubiquitin-protein ligase XIAP (Homo sapiens); XIAP BIR domain, fluorescence polarization peptide displacement; higher % means a stronger effect; one-dose displacement, % at 20 µM; IC50 in µM for titrated hits; actives 0.007% (n = 200,000); in the data active = displacement above about 50%; note: a part of the inactive calls stands beside numbers as strong as those of hits
HIV peptide binding – inhibitors of HIV fusion peptide binding, primary screen, biochemical, uHTS, fluorescence dequenching (AID 1986); cell-free peptide binding, fluorescence dequenching, 30 min; higher % means a stronger effect; actives 0.3% (n = 290,000); one-dose inhibition, % at 20 µM; IC50 in µM for titrated hits; in the data active = inhibition mostly above about 52%, no sharp cut-off; inactive = mostly below about 76%; note: some results filed as inactive read as strong as hits
Myeloid diff MLP – induction of myeloid progenitor differentiation, primary screen, cell-based, flow cytometry, MLPCN library; ER-HoxA9 myeloid progenitors, lysozyme-GFP differentiation; calls only at 10 µM; actives 1% (n = 360,000);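 active = normalized GFP-positive differentiation at or above the plate's own cutoff, the solvent-only control mean plus 3 SD; inconclusive = no clear call, values can overlap the other calls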;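 note: cells exposed to compound for four days before flow analysis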
Hep lipid drop cells 6.5 µM – second read-out of Hep lipid drop, no call of its own (marks repeat the call); cell count; measured here: cell count, cytotoxicity flag;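 cells counted across two imaged fields per well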
NS5 inhibitors pilot replicate – further read-out of NS5 inhibitors, marked with its call; inhibition, %; measured here: pilot screen replicate inhibition
Myeloid diff MLP GFP+ MAC1+ % – second read-out of Myeloid diff MLP, no call of its own (marks repeat the call); GFP+ MAC1+ double positive, %; measured here: differentiation confirmed by MAC1 staining
Starred values were filed as active, the others as inactive; i = inactive; ? = inconclusive; . = no result given. Cut-off read from the data, not from the text of the source, unless noted: active = inhibition above about 50%; inactive = the rest. Only part of the results is shown. The share of hits here may be higher or lower than overall.

SMILES	LYP inhibition	AID2073	Hep lipid drop	Hep lipid drop cells 6.5 µM	NOD2 inhibition	Siah-1 displacement	NS5 inhibitors	XIAP displacement	HIV peptide binding	Myeloid diff MLP	Myeloid diff MLP GFP+ MAC1+ %	others
COc1cc(/C=C2\C(=O)N(CCC#N)N=C2C)ccc1OCC(=O)Nc1ccccc1	-6%	8%	14	759	-22%	6%	28%	-1.1%	-1.0%	i	1.6
C=CCn1c(SCC(=O)N2CCc3ccccc3C2)nc2ccccc2c1=O	5%	-8%	.	.	25%	0%	1%	-4.5%	-4.5%	i	0.5
CCOC(=O)c1cnc(SC)nc1Oc1cccc(NS(=O)(=O)c2ccccc2)c1	-5%	20%	.	.	27%	-4%	-2%	-3.1%	-3.1%	i	0.3
CSc1ccc(S(=O)(=O)Nc2ccc(OCC(=O)N3CCOCC3)cc2)cc1	2%	12%	-1	650	15%	3%	.	-6.4%	0.8%	i	0.2
CCOc1ccc(NC(=O)CN(C)C(=O)C2CCCC2)cc1OCC	-2%	11%	-16	655	14%	2%	-12%	-9.8%	-2.4%	i	0.6
Cc1cccn2c(=O)c(C=O)c(Nc3ccc(S(N)(=O)=O)cc3)nc12	-7%	34%	14	803	7%	12%	-5%	.	-2.6%	i	0.8
NC(=O)/C=C/C(=O)Nc1ccc(Cl)cc1	-6%	2%	-9	671	-1%	3%	-6%	-8.8%	-1.5%	i	0.4
CCN(CC)S(=O)(=O)c1ccc(N/N=C/c2cccnc2)nc1	0%	8%	-1	628	-2%	0%	-11%	.	-1.3%	i	0.1
Cc1ccc(O)c(NC(=O)C2CC(c3cccc(Br)c3)=NO2)c1 (centres undefined)	-11%	9%	.	.	20%	-6%	-5%	.	-2.4%	i	1.5
Cc1c(NC(=O)Nc2ccc(C(C)C)cc2)c(=O)n(-c2ccccc2)n1C	-5%	-1%	-16	650	3%	-2%	-2%	.	-1.8%	i	0.9
Cc1c(N2C(=O)C(=O)/C(=C(/O)c3ccc(Cl)cc3)C2c2ccccc2)c(=O)n(-c2ccccc2)n1C (centres undefined)	-3%	6%	-14	450	18%	-3%	-7%	-38%	-0.1%	i	0.8
CCOC(=O)C1(Cc2ccccc2)NC(c2ccccc2F)C2C(=O)N(CC)C(=O)C21 (centres undefined)	-1%	-2%	.	.	9%	2%	1%	-0.7%	0.6%	i	0.4
C#Cc1cccc(C(=O)N2CCCC(C(=O)c3ccc(OC)cc3C)C2)c1 (centres undefined)	-6%	6%	-6	686	19%	1%	3%	.	3.3%	i	0.7
CCOC(=O)c1ccc(NC(=O)Cn2c(=O)oc3ccccc32)cc1	-11%	2%	-4	794	16%	10%	-3%	.	1.9%	i	0.5
Cc1nn(-c2ccccc2)c(C)c1C(=O)Oc1ccccc1	-4%	-18%	-1	739	-22%	-4%	-2%	.	1.3%	i	0.1
O=C(Cc1ccc(Cl)cc1)Nc1cc(S(=O)(=O)N2CCOCC2)ccc1N1CCCC1	2%	15%	-23	615	5%	-1%	-2%	-2.0%	1.2%	i	0.5
O=C(NCC1CCCO1)c1ccc(COc2ccccc2)cc1 (centres undefined)	-8%	0%	19	714	1%	14%	-1%	.	5.5%	i	0.6
O=C(Nc1cc(Cl)cc(Cl)c1)c1cnn2cccnc12	-1%	28%	6	756	-11%	4%	0%	-2.6%	5.6%	i	1.0
C#CCNc1ccc(C(=O)OCC)cc1	1%	-3%	0	849	-9%	10%	3%	.	-1.3%	i	0.3
CCCc1cnc(N2CCN(C(=O)c3ccc(OC)cc3)CC2)nc1	-9%	3%	.	.	13%	-3%	-6%	.	-1.4%	i	0.7
O=C(Nc1cccc(F)c1)N1CCC(c2ccccc2)CC1	-6%	10%	-2	795	-156%	6%	-8%	.	-0.8%	i	1.7
O=C(CN1C(=O)CCSc2ccccc21)Nc1cccc(F)c1	-10%	9%	0	719	6%	0%	4%	-7.4%	-0.6%	i	3.9
COc1cc(CNc2ccc3c(c2)OCCO3)ccc1OCC(N)=O	-3%	-31%	?	.	11%	-3%	-8%	-2.5%	-1.7%	i	1.1
Cc1ccccc1OCC(=O)NNC(=O)Nc1ccc(Cl)cc1	6%	-3%	.	.	-49%	-2%	-11%	-4.3%	-1.9%	i	1.1
CC(=O)Nc1ccc(NC(=O)CCC(=O)OCC(=O)c2cccc([N+](=O)[O-])c2)cc1	-10%	22%	3	703	-13%	-2%	-4%	-9.9%	1.1%	i	0.6
O=C(CN1CCN(Cc2ccccc2)CC1)Nc1ccc(-n2cnnn2)cc1	-7%	8%	11	694	-20%	20%	-10%	-2.3%	0.7%	i	0.1
Cc1ccc(NC(=O)NN2CCOCC2)cc1	-5%	16%	7	746	8%	4%	-8%	-3.0%	0.8%	i	0.3
Cc1ncsc1CCC(=O)N1CCCC(Nc2ccc(C(C)C)cc2)C1 (centres undefined)	-2%	-1%	-12	826	8%	3%	-5%	.	-1.2%	i	2.1
COc1ccc(CNC(=O)Cn2cccc2C(=O)c2ccccc2C)cc1	-1%	4%	-10	736	-31%	0%	-3%	.	0.7%	i	0.8
Cn1c(=O)c2c(nc(SCc3ccc(F)cc3)n2C)n(C)c1=O	-14%	-9%	-3	809	22%	2%	1%	.	2.3%	i	0.8
Cc1cc(C)n2nc(SCCCC(=O)c3ccc(F)cc3)nc2n1	-2%	38%	4	681	4%	11%	-3%	-19%	-0.1%	i	0.7
CCc1ccc(Nc2n[n+](-c3ccccc3)c(-c3ccc(OC)c(Br)c3)s2)cc1	-9%	19%	-2	849	-19%	3%	-6%	.	-1.2%	i	0.7
CCOc1cc(C2NC(=O)NC(C)=C2C(=O)OC(C)CC)cc(Br)c1O (centres undefined)	-6%	-10%	.	.	2%	-3%	-11%	-0.7%	2.3%	i	0.3
CCCOC(=O)C1=C(C)NC2=C(C(=O)C(C(=O)OC)C(C)C2)C1c1ccc(N(C)C)cc1 (centres undefined)	2%	2%	.	.	15%	-2%	-4%	-3.5%	-0.2%	i	0.5
COc1cc(C(=S)N2CCOCC2)ccc1OC(=O)c1ccccc1	-7%	-28%	4	848	4%	1%	-4%	.	0.5%	i	0.4
Cc1ccc(/C=N/NC(=S)NCCc2ccccc2)s1	3%	18%	6	703	-72%	0%	-5%	-11%	-3.1%	i	0.5
Cc1ccc(C(C(=O)NC(C)(C)C)N(C(=O)c2csnn2)C2CC2)cc1 (centres undefined)	1%	-6%	-9	715	1%	-2%	-9%	-18%	2.9%	i	0.9
O=C(C[n+]1cc2ccccc2c2ccccc21)c1ccccc1	-7%	4%	15	773	2%	1%	-1%	-3.5%	-1.5%	i	1.3
COc1ccccc1NC(=O)COC(=O)c1ccc(S(=O)(=O)NCc2ccco2)cc1	0%	-2%	.	.	2%	1%	7%	-3.0%	4.2%	i	0.6
OCc1ccccc1OCCCOc1cccc2cccnc12	-9%	5%	-4	816	0%	-1%	5%	.	-1.5%	i	0.4

Of the compounds above, these contain a Cl atom:
SMILES	LYP inhibition	AID2073	Hep lipid drop	Hep lipid drop cells 6.5 µM	NOD2 inhibition	Siah-1 displacement	NS5 inhibitors	XIAP displacement	HIV peptide binding	Myeloid diff MLP	Myeloid diff MLP GFP+ MAC1+ %	others
NC(=O)/C=C/C(=O)Nc1ccc(Cl)cc1	-6%	2%	-9	671	-1%	3%	-6%	-8.8%	-1.5%	i	0.4
Cc1c(N2C(=O)C(=O)/C(=C(/O)c3ccc(Cl)cc3)C2c2ccccc2)c(=O)n(-c2ccccc2)n1C (centres undefined)	-3%	6%	-14	450	18%	-3%	-7%	-38%	-0.1%	i	0.8
O=C(Cc1ccc(Cl)cc1)Nc1cc(S(=O)(=O)N2CCOCC2)ccc1N1CCCC1	2%	15%	-23	615	5%	-1%	-2%	-2.0%	1.2%	i	0.5
O=C(Nc1cc(Cl)cc(Cl)c1)c1cnn2cccnc12	-1%	28%	6	756	-11%	4%	0%	-2.6%	5.6%	i	1.0
Cc1ccccc1OCC(=O)NNC(=O)Nc1ccc(Cl)cc1	6%	-3%	.	.	-49%	-2%	-11%	-4.3%	-1.9%	i	1.1

Additional results follow.
SMILES	LYP inhibition	AID2073	Hep lipid drop	Hep lipid drop cells 6.5 µM	NOD2 inhibition	Siah-1 displacement	NS5 inhibitors	XIAP displacement	HIV peptide binding	Myeloid diff MLP	Myeloid diff MLP GFP+ MAC1+ %	others
O=C(C[n+]1ccc(C(=O)c2ccccc2)cc1)Nc1ccc(C(F)(F)F)cc1	-8%	0%	4	691	6%	1%	-7%	-3.5%	0.2%	i	0.3
Cc1ccc(C2C(C#N)=C(N)Oc3c2sc2ccccc32)o1 (centres undefined)	-6%	36%	.	.	-26%	3%	.	-5.1%	-2.8%	.	.
CC(NC(=O)C(C)N1C(=O)c2cccc([N+](=O)[O-])c2C1=O)c1ccccc1 (centres undefined)	-10%	2%	-6	803	-5%	7%	-2%	.	-0.1%	i	0.5	NS5 inhibitors pilot replicate=-4.3
OCCCc1cn(Cc2ccccc2)c2ccccc12	-3%	12%	1	800	22%	11%	-5%	.	-0.6%	i	0.0
CCCN(CCC)c1nc(-c2ccccn2)nc2ccccc12	-2%	-9%	-35	797	12%	6%	-6%	.	0.3%	i	1.0
COc1ccc2oc(-c3ccc(NC(=O)c4ccc(N5CCOCC5)c([N+](=O)[O-])c4)cc3)nc2c1	-2%	44%	5	615	36%	16%	1%	-1.5%	-1.9%	i	0.4
CCn1cnc2sc(C(=O)Nc3ccc4c(c3)OCO4)c(C)c2c1=O	4%	-3%	-12	687	-55%	11%	-2%	2.4%	-1.7%	i	0.5
Cc1cc(NC(=O)C2C3C(=O)N(CC4CCCO4)C(C(=O)NC(C)(C)C)C34C=CC2(C)O4)no1 (centres undefined)	1%	2%	12	773	1%	0%	-6%	-5.4%	-0.7%	i	0.3
O=C(c1cc2cc(F)ccc2[nH]1)N1CCN(C(=O)c2ccco2)CC1	95%*	3%	9	729	8%	0%	4%	.	-1.1%	i	0.0
CC(Oc1ccc(Cl)cc1Cl)C(=O)Nc1ccc(N2CCN(C)CC2)cc1 (centres undefined)	-9%	3%	-47	795	6%	-2%	-10%	-4.4%	-2.3%	i	0.4
Cc1ccc(-n2c(-c3ccccc3)c[nH]c2=S)cc1	-2%	14%	-2	701	10%	29%	1%	-3.3%	1.5%	i	0.2
NNC(=O)COc1cccc(Oc2ccccc2)c1	-4%	0%	24	713	7%	9%	-9%	-7.1%	-0.2%	i	0.8
O=C(c1nc2ccccn2c1CNCCCn1ncc2ccccc21)N1CCCC1	4%	-2%	-10	753	7%	1%	-8%	-4.8%	0.8%	i	0.7
Cc1cc2oc(C(=O)Nc3ccc(S(N)(=O)=O)cc3)c(C)c2cc1Cl	1%	6.7µM*	-3	745	1%	2%	3%	-7.1%	7.2%	i	0.7
